# Screening data: PubChem BioAssay, National Center for Advancing Translational Sciences (NCATS)
# Coupling enz = coupling enzyme interference in Giardia aldolase counter-screen | activity change, negative = inhibition, % at 58.2 µM, hits read low | coupling enzyme system counterscreen, AmpLite Red fluorescence | actives 0.67% (n = 290,000); in the data active = activity change below about -30%; also: % is scaled to controls: 0 for no effect and ±100 for the full control effect
#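 Activity here indicates interference with the coupling reaction, not aldolase inhibition. Compounds at 57.5 uM final met coupling enzymes for 10 min at RT; substrate and AmpLite Red detection followed, with a 525/598 nm fluorescence read after 20 min.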
# Giardia kill = Giardia lamblia killing | activity change, % at 7.66 µM, hits read low | AID 540267 | actives 0.15% (n = 340,000) | Giardia lamblia trophozoite viability; in the data active = activity change below about -80%; inconclusive = between about -30% and that limit;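 also: parasites exposed to compound for two days anaerobically before the ATP read; % is scaled to controls: 0 for no effect and ±100 for the full control effect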
#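 ATP-content bioluminescence gauges trophozoite survival. Cells (100/well) receive compound and incubate anaerobically for 48 hrs at 37 deg C; detection reagent follows for 15-30 min at room temperature.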
# TSG101-PTAP inh = blocks PTAP/TSG101 interaction to inhibit HIV-1 budding; Q99816; Fluorescence polarization, FITC-PTAP peptide / Tsg101 binding; Potency, µM (highest dose often 115 µM), without a hit: at the highest dose activity change, negative = inhibition, usual class: inhibitors; 340,000 tested, under 10 active; AID 493005; active = well fitted inhibition curve with a large enough effect in the main read-out, with a control signal flat, not every such curve was filed as active; inconclusive = small, poorly fitted or top-dose-only effect, or effect the other way, or a change in a side signal; inactive = no such curve, though single readings can be large or run the other way; also: potency is read from the fitted curve at half-maximal effect; % of control where 0% means no effect
#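 Tsg101 binding domain (10 uM final) was mixed with compound and a FITC-labeled PTAP peptide (50 nM final) in HEPES pH 7.5 buffer with NaCl, Tween 20, EDTA and TCEP; fluorescence polarization was read after 20 min at r.t.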
# a7 integrin act = activators of alpha7 integrin expression for muscular dystrophy; actives 0.064% (n = 350,000); Potency, µM (series often up to 38.3 µM), for the others: at the highest dose activation, most hits filed as activators; AID 624291; alpha7betagal myoblasts, beta-gal FDG fluorescence, 48 h;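 also: potency is read from the fitted curve at half-maximal effect; 100% = response of the positive control SU9516; nearly all actives have a fitted effect of over 60% in size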
#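 alpha7betagal+/- myoblasts (passage 13, 250/well) treated 48 h at 37C with compounds at 1:260 dilution of DMSO stock. Lysed, then beta-galactosidase activity read as FDG fluorescence (ex 480/em 540) after 30 min, with pre-read for autofluorescence.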
# Menin-MLL TR inh = displaces Texas Red mutant MLL peptide from human menin; Potency, µM (doses to about 61.6 µM), inactives show at the top dose FP activity change, negative = inhibition, usual class: inhibitors; Menin + Texas Red MLL mutant peptide, fluorescence polarization; O00255; actives 0.23% (n = 270,000); active = well fitted inhibition curve with a large enough effect in the polarisation, with a control signal flat, not every such curve was filed as active; inconclusive = small, poorly fitted or top-dose-only effect, or effect the other way, or a change in a side signal; inactive = no such curve, though single readings can be large or run the other way; the % refers to the polarisation; also: potency is read from the fitted curve at half-maximal effect; % of control where 0% means no effect; many of its hits are not listed in these tables
# PKM2 act = increases activity of human pyruvate kinase M2. actives 0.34% (n = 260,000). Potency, µM (titrated, usually from 57.5 µM), for inactives: top-dose activation, most hits filed as activators. purified PKM2, Kinase-Glo ATP luminescence, activation; response scale: 0% is enzyme alone, no compound. AID 1631; also: potency is read from the fitted curve at half-maximal effect; % is scaled to controls: 0 for no effect and ±100 for the full control effect; nearly all actives have a fitted effect of over 55% in size
#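 ATP formation by purified human PK-M2, quantified via coupled luciferase luminescence after 1 h at room temperature with 0.1 mM ADP and 0.5 mM PEP final.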
# GALK inhibitor = inhibitors of human galactokinase; P51570; Purified GALK, Kinase-Glo residual ATP luminescence; Potency, µM (doses to about 57.5 µM), for inactives: top-dose activity change, negative = inhibition, hits mostly inhibitors; actives 0.007% (n = 270,000); AID 1868; also: potency is read from the fitted curve at half-maximal effect; % is scaled to controls: 0 for no effect and ±100 for the full control effect
# Target sequence (P51570 whole entry, looked up): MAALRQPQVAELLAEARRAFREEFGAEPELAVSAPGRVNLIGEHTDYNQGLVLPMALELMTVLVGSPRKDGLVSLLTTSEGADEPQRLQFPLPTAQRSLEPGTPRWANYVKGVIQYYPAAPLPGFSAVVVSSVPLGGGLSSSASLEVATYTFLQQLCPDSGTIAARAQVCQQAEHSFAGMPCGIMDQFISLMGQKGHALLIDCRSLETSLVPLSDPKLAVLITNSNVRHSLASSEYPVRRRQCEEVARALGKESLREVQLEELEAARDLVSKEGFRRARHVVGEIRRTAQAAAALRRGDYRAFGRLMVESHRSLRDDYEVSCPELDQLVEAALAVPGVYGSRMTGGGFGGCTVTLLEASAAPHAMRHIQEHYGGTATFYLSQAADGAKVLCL
#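 Galactose (100 uM) and ATP (35 uM) were turned over by 5 nM GALK for 1 h at RT. Kinase-Glo Plus then converted the remaining ATP into a luminescent signal.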
# B2AR arrestin = recruits beta-arrestin to the human beta2-adrenergic receptor. P07550. beta-arrestin recruitment to beta2AR, cell-based reporter. actives 0.02% (n = 330,000). Potency, µM (top dose mostly 46.1 µM), without a hit: at the highest dose activation, actives largely listed as activators;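 also: potency is read from the fitted curve at half-maximal effect; 0% = DMSO controls and full agonism = EC100 isoproterenol or metaproterenol; nearly all actives have a fitted effect of over 65% in size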
# Tb PFK inh = blocks T. brucei phosphofructokinase. T. brucei PFK, ADP-Glo luminescence. actives 0.17% (n = 330,000). Potency, µM (highest dose often 57.5 µM), for the others: top-dose activity, negative = inhibition, actives largely listed as inhibitors. O15648;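 also: potency is read from the fitted curve at half-maximal effect; 0% = uninhibited 1x PFK enzyme wells and -100% = no-enzyme wells; nearly all actives have a fitted effect of over 60% in size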
#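 Luminescent ADP detection (ADP-Glo, two-step: ATP depletion then ADP-to-ATP conversion for luciferase) reported PFK activity after 45 min room-temperature reaction of 1.25 nM enzyme with 0.5 mM F6P and 0.1 mM ATP at pH 8.0.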
# Chronic BCR inh = blocks chronic active B-cell receptor signaling; ABC-DLBCL IkBa-CBG/CBR reporter, luminescence ratio, 4 h; Potency, µM (top dose mostly 46.1 µM), for inactives: top-dose ratio change, negative = lower green/red ratio, actives largely listed as inhibitors; actives 0.05% (n = 340,000); active = well fitted inhibition curve with a large enough effect in the signal ratio, with a control signal flat, not every such curve was filed as active; inconclusive = small, poorly fitted or top-dose-only effect, or effect the other way, or a change in a side signal; the % refers to the signal ratio;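 also: potency is read from the fitted curve at half-maximal effect; plate controls were basal doxycycline-induced cells for no effect and cells given 10 µM MG132 for full effect; MG132 reads +100%, hits lower the ratio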
#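 Concentration-response series (up to 46 uM) were applied to TMD8 dual-reporter cells for 4 h at 37C with doxycycline. Green/red ratio, after filter-overlap correction, defined %Activity; red signal alone was normalised to basal cells and zero luminescence.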
# S-ASM inh = inhibitors of human secretory acid sphingomyelinase | P17405 | placental ASM, HMU-PC fluorogenic substrate, 60 min | Potency, µM (top dose mostly 57.5 µM), without a hit: at the highest dose activity change, negative = inhibition, hits mostly inhibitors | actives 0.006% (n = 340,000) | AID 504937; also: potency is read from the fitted curve at half-maximal effect
# Target sequence (P17405 47-631 limits assumed): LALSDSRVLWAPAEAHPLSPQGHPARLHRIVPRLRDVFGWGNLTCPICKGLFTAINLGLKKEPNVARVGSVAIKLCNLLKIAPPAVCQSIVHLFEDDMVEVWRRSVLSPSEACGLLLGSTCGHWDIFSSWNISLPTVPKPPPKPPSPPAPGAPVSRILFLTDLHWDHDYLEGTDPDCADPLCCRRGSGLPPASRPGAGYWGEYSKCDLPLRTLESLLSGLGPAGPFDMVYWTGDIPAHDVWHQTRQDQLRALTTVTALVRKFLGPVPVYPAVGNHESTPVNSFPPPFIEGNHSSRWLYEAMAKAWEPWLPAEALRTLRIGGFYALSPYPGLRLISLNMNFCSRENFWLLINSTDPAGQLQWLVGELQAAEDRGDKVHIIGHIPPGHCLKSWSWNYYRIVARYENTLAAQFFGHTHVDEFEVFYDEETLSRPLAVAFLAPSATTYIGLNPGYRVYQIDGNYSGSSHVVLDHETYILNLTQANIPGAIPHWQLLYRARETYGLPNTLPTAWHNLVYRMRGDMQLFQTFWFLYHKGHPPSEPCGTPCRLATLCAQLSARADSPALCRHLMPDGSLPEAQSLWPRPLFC
#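 Human placenta-derived ASM preincubated with compound 10 min at room temperature, then reacted with 9 uM (final) fluorogenic HMU-PC substrate for 60 min at 37 C. Stop solution raises pH to 10; fluorescence read at Ex 386/Em 447 nm.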
# The depositor's hits bear a star; i = inactive; ? = inconclusive; / = no result given; [ ] = dose if it differs, or a comment. Unless noted, calls follow the shape of the dose curve; as a rule, active = well fitted curve in the direction sought with a large enough effect; inconclusive = small, poorly fitted or top-dose-only effect, or another doubt; inactive = no such curve, though single readings can be large; an effect the other way counts as inactive or inconclusive. These rows are one share of the data; rates above refer to the full screens.
Molecule	GALK inhibitor	Tb PFK inh	Chronic BCR inh	S-ASM inh	Menin-MLL TR inh	PKM2 act	B2AR arrestin	Giardia kill	a7 integrin act	TSG101-PTAP inh	Coupling enz
O=C(NCC1CCCN1S(=O)(=O)c1cccs1)c1cccc(Cl)c1 (centres undefined)	/	7%	-9%	-1%	/	/	0.2%	26	-25%	-1%	/
CCCn1c(=O)n(N)c2ccccc21	3%	8%	3%	5%	0%	0%	-0.1%	19	-6%	-1%	2
CN(C)C(=O)c1c(-c2ccccc2)oc2ccc(O)cc12	5%	-3%	-1%	61%[activator]	-6%	-1%	0.0%	-3	2%	-4%	0
Cc1c(NC(=S)NC(NC(=O)C(C)(C)C)C(Cl)(Cl)Cl)c(=O)n(-c2ccccc2)n1C (centres undefined)	/	-3%	1%	7%	-1%	-13%	-0.7%	41[activator]	0%	-2%	-3
COc1cccc2c1O/C(=N\O)C(C(=O)Nc1cccc(C)c1C)C2 (centres undefined)	/	-3%	-2%	-1%	-13%	/	0.4%	11	18%	-4%	3
CCOc1ccc(C(=O)C[n+]2ccccc2C)cc1	0%	-1%	-25%	2%	-10%	-16%	-0.9%	-1	0%	-1%	0
COc1ccc([N+](=O)[O-])cc1C(=O)NCCOc1ccc(Cl)cc1	-1%	-1%	?	-6%	33%[activator]	/	0.0%	-23	-4%	0%	-1
CCOc1ccc(-c2nnn(CC(=O)c3ccc4c(c3)OCCO4)n2)cc1OCC	3%	4%	4%	-2%	10%	-2%	-0.3%	3	-11%	2%	0
CCOc1ccccc1C1C(C(=O)OC)=CN(C)C=C1C(=O)OC	0%	2%	9%	i	-6%	1%	0.1%	17	4%	-1%	1
O=C(CSc1nnc(Cc2ccccc2)n1Cc1ccco1)NC12CC3CC(CC(C3)C1)C2	1%	15%	1%	-2%	-16%	1%	0.0%	-4	-3%	-7%	1
Cc1ccc(C)c(S(=O)(=O)N(C(=O)c2ccncc2)c2ccc(OC(=O)c3ccncc3)cc2)c1	0%	0%	?	3%	-1%	3%	0.0%	1	0%	-4%	0
CC(CNC(=O)CC(C)(C)C)NC(=O)CC(C)(C)C (centres undefined)	1%	4%	-6%	1%	10%	-4%	-0.6%	-5	-24%	-4%	0
CCCc1nc2oc3c(NCCCN(C)C)ncnc3c2c2c1CCCC2	1%	-6%	?	-14%	/	-2%	7.9%	-18	-68%[inhibitor]	-12%	-5
CCCCOc1ccc(CSC2=NCCN2)cc1[N+](=O)[O-]	0%	1%	?	-3%	4%	25%	-0.1%	?	-65%[inhibitor]	-2%	-4
Cc1c(NC(=O)CSc2ccccc2Cl)c(=O)n(-c2ccccc2)n1C	9%	-1%	2%	1%	-20%	/	0.1%	6	-12%	1%	1
COc1ccc(C(NC(=O)C(C)C)c2c(O)ccc3ccccc23)cc1OC (centres undefined)	2%	2%	1%	87%[activator]	6%	1%	-0.6%	-5	10%	-1%	0
COc1cccc(CC(=O)OCC(=O)N(C)CC(=O)Nc2ccccc2Cl)c1	/	-3%	2%	2%	/	/	-0.2%	-16	-20%	-1%	/
CN(C(=O)CCNC(=O)Cn1cnc2ccccc2c1=O)c1ccc(Br)cc1	0%	7%	-9%	-4%	14%	0%	0.0%	-13	6%	0%	2
Cc1nn(C/C(C#N)=N\O)c(C)[n+]1N	0%	26%	3%	2%	7%	-2%	0.0%	16	11%	-2%	3
Cn1c(CN2CCN(CCO)CC2)c(C#N)c2ccccc21	7%	1%	1%	1%	/	-2%	0.1%	3	-7%	0%	-1
O=C(N/C(=C\c1cccnc1)C(=O)N1CCOCC1)c1cccc(Br)c1	-1%	3%	8%	0%	8%	-5%	-0.4%	-1	15%	-10%	6
COC(=O)c1ccc(NC(=O)COC(=O)C2CC(=O)N(Cc3ccccc3)C2)cc1 (centres undefined)	13%	2%	0%	0%	13%	-2%	-0.2%	5	0%	-5%	-1
Cc1cc(=O)oc(C)c1C(=O)NCc1c(F)cc(F)cc1F	0%	-12%	1%	4%	-16%	23%	-0.2%	-13	0%	-1%	-1
COc1cc(C(=O)Nc2sc3c(c2C(=O)O)CCC3)cc(OC)c1OC	3%	1%	?	20%	?	3%	-0.5%	-30	-29%	-6%	-7
CC1Nc2ncnc(N3CCN(c4ccccc4)CC3)c2N(Cc2ccccc2)C1=O (centres undefined)	/	-1%	-7%	0%	/	/	0.2%	13	-26%	-1%	/
CCOC(=O)c1sc(-c2ccccc2)cc1NC(=O)Nc1ccc([N+](=O)[O-])cc1	-3%	1%	10%	4%	?	1%	0.3%	15	25%	-1%	-1
Cn1c(=O)c2c([nH]c(=O)n2C)n(C)c1=O	-1%	-5%	11%	-1%	8%	-25%	0.1%	10	-3%	-4%	3
Cc1ccc(NC(=O)c2ccccc2-c2ccccc2C(=O)O)cc1C	-2%	6%	?	3%	1%	-7%	-0.1%	-10	-25%	1%	17
O=C(Nc1cc(Sc2ccccn2)cc([N+](=O)[O-])c1)c1ccc(Cl)cc1	-2%	-24%	3%	-10%	?	0%	-0.4%	-12	-32%	-5%	-2
NC(=O)c1nsc(C(=O)N(c2ccccc2F)C(C(=O)NCc2ccccc2)c2ccc(O)cc2)c1N (centres undefined)	14%	7%	-18%	/	-3%	1%	-0.4%	-9	-8%	2%	-2
CC1CCN(C(=O)c2ncn(C)c2C(=O)N2CCC(C)CC2)CC1	/	1%	3%	4%	/	/	-0.2%	7	-20%	-1%	/
Cc1cc(NC(=O)CSc2nc3cc(C)c(C)cc3cc2C)no1	-2%	4%	?	-3%	1%	-1%	-0.4%	-9	0%	2%	1
CCn1cc(C(=O)NCCCO)c(=O)c2cc(F)c(N3CCN(C)CC3)cc21	1%	-1%	-1%	4%	-3%	/	0.1%	-16	-36%	-4%	-1
CC(C)Cc1ccc(C(C)C(=O)OCC(=O)c2c[nH]c3ccccc23)cc1 (centres undefined)	-3%	-7%	10%	?	23%	-1%	-0.6%	-3	-64%[inhibitor]	?	0
CCOc1cc(NC(=O)C2CCCCC2)c(OCC)cc1NC(=O)c1ccccn1	3%	-5%	4%	18%	1%	0%	-1.1%	19	-1%	-1%	1
Cc1ccc(C)c(-n2nnnc2Sc2nnnn2-c2ccccc2)c1	-1%	6%	?	-2%	5%	-3%	-0.1%	7	-46%[inhibitor]	-6%	3
COC(=O)CSc1nnc(-c2ccccc2OC)o1	0%	0%	?	0%	-12%	-5%	-0.2%	4	13%	0%	3
Cc1ccc(-n2nnnc2SCC(=O)NNC(=O)c2ccco2)c(C)c1	-1%	0%	2%	-1%	-29%	-6%	-0.4%	10	4%	-3%	-2
COc1ccc(-n2nc3c(c2NC(=O)COc2cccc(OC)c2)CS(=O)(=O)C3)cc1	0%	1%	-9%	-2%	/	11%	0.3%	19	-13%	/	/
CCOC(=O)N1CCN(CC(=O)N2CCC(C(N)=O)CC2)CC1	3%	-4%	0%	-1%	-1%	-35%	0.1%	-8	4%	1%	1
NC(=O)c1ccc(Cn2c(C(=O)c3ccc(Cl)cc3)c3ccccc3[n+]2[O-])cc1	/	0%	?	-8%	/	/	3.7%	-15	20%	/	/
COc1cc(C(=O)NCC2CCCO2)ccc1OCc1c(C)noc1C (centres undefined)	3%	-1%	?	3%	4%	0%	-1.0%	-7	-14%	-2%	3
Cc1ccc(NC(=O)CSc2n[nH]c(C)c2[N+](=O)[O-])cc1	0%	11%	3%	-2%	-8%	1%	2.7%	5	11%	-1%	2
O=C(CSc1ncn(-c2ccccc2)n1)Nc1nc(-c2ccccc2)cs1	-5%	0%	-4%	-3%	-15%	-2%	-0.1%	-8	7%	-2%	0
O=C(NCCN1CCOCC1)c1ccc(=O)n(Cc2ccc(Cl)cc2)c1	-3%	-3%	-1%	2%	0%	4%	0.1%	-10	-33%	-1%	1
O=C(CSCCOc1ccccc1)NCc1ccncc1	/	2%	0%	0%	/	-30%	-0.7%	4	-17%	-2%	0
CCOC(=O)c1cnn(CCOC(=O)c2ccccc2)c1NC(=O)c1ccccc1	-1%	5%	-1%	-2%	3%	7%	-0.8%	-4	2%	1%	2
CCOc1ccccc1CN1CCN(Cc2ccc3cc(F)ccc3n2)CC1CCO (centres undefined)	-2%	-4%	3%	3%	-10%	-1%	-0.2%	2	0%	-1%	4
